Nrf2 ARE act = activates Nrf2 signaling; AREc32 ARE-luciferase reporter (MCF7-derived line), luminescence, 24 h; Potency, µM (titrated, usually from 46.1 µM), for inactives: top-dose activation, hits mostly activators; actives 0.31% (n = 410,000); AID 624171; also: potency is read from the fitted curve at half-maximal effect; % of control where 0% means no effect; nearly all actives have a fitted effect of over 65% in size
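ARE-driven firefly luciferase activity in AREc32 cells measured after a 24 hr compound exposure at 37 deg C, using Steady-Glo reagent and a 30 min room-temperature hold.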
ATXN viability = reduces viability in counter-screen for ATXN expression inhibitors | actives 0.49% (n = 400,000) | Potency, µM (top dose mostly 56.7 µM), actives largely listed as cytotoxic | S2 cells (HEK-293 line with an ATXN2-luciferase reporter) viability, CellTiter-Fluor protease fluorescence, 24 h | AID 651635; also: potency is read from the fitted curve at half-maximal effect; nearly all actives have a fitted effect of over 40% in size
Nrf2 block = Nrf2 pathway inhibition; AID 504444; A549 ARE-Fluc reporter, luciferase luminescence, 18-24 h; actives 2.1% (n = 360,000); Potency, µM (top dose mostly 46 µM), without a hit: top-dose activity change, negative = inhibition, usual class: inhibitors; also: potency is read from the fitted curve at half-maximal effect; % is scaled to controls: 0 for no effect and ±100 for the full control effect; nearly all actives have a fitted effect of over 60% in size
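Concentration-response testing used A549 ARE_Fluc cells at 5000 cells/well. Following an 18-24 h compound incubation, viability was read by fluorescence (Ex 405/Em 525) and luciferase output by luminescence.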
A549 viability = counter-screen for Nrf2 inhibitors: cytotoxicity in A549 cells. A549 ARE-Fluc cells, CellTiter-Fluor viability, 18-24 h. Potency, µM (series often up to 46 µM), inactives show top-dose activity change, negative = cytotoxicity, hits mostly inhibitors. actives 0.16% (n = 390,000). AID 504648; also: potency is read from the fitted curve at half-maximal effect; % is scaled to controls: 0 for no effect and ±100 for the full control effect
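Cytotoxicity counterscreen: CellTiter-Fluor fluorescence was measured in A549 ARE_Fluc cells after 18-24 h of compound exposure in a concentration series. The subsequent BugLite luminescent read reports ARE-luciferase activity.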
ATXN2 expr inh = ATXN2 expression inhibition. HEK-293 ATXN2-luciferase reporter, luminescence, 24 h. Potency, µM (titrated, usually from 57 µM), for the others: at the highest dose activity change, negative = inhibition, actives largely listed as inhibitors. actives 0.72% (n = 360,000); also: potency is read from the fitted curve at half-maximal effect; % is scaled to controls: 0 for no effect and ±100 for the full control effect; nearly all actives have a fitted effect of over 55% in size
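ATXN2-luciferase reporter cells (luciferase flanked by upstream and downstream ATXN2 gene portions) were treated 24 h at 37 °C with compounds at up to 57 uM. SteadyGlo luminescence gave expression; GF-AFC fluorescence gave viability.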
TGFb inhibitor = inhibitors of TGF-b signaling | AID 588855 | HepG2 CAGA-GFP TGF-b/SMAD3 reporter, GFP fluorescence, 18 h; TGF-beta stimulated, 500 pg/mL final | actives 1.2% (n = 410,000) | Potency, µM (doses to about 46.1 µM), for the others: at the highest dose activity, negative = inhibition, hits mostly inhibitors; also: potency is read from the fitted curve at half-maximal effect; % is scaled to controls: 0 for no effect and ±100 for the full control effect; nearly all actives have a fitted effect of over 65% in size
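HEPG2 CAGA-GFP, 1000 cells/well; 2 h settle, 37 C; cpd via pin tool; TGF-b 500 pg/mL final; 18 h, 37 C; GFP imaging ex488/em500-530; %Activity normalised to -TGF-b and +DMSO controls; CRC fit, curve class.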
IL-2 act = activators of IL-2; IL-2 activation reporter assay, cell-based qHTS; stimulated with anti-CD3/CD4/CD28 beads; in transgenic mouse T cells; activation, % (series mostly up to about 46 µM); actives 0.065% (n = 360,000); in the data active = activation above about 50%; inconclusive = mostly about 30% to 49%; also: 0% is about no effect
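Unstimulated transgenic mouse T cells preincubated 60 min with compound, then stimulated with anti-CD3/anti-CD4-coated beads plus anti-CD28 for 18 h at 37 degrees C. IL-2 response read as EGFP and DsRed fluorescence by plate cytometry.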
HepG2 tox = kills HepG2 cells in TGF-b inhibitor counter-screen | HepG2 CAGA-GFP viability, ATP luminescence, 18 h | Potency, µM (highest dose often 46.1 µM), for inactives: top-dose activity change, negative = cytotoxicity, usual class: cytotoxic | actives 0.76% (n = 410,000); also: potency is read from the fitted curve at half-maximal effect; some results filed as inactive show a strong effect at the top dose
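HepG2 CAGA-GFP cells (1000/well, DMEM with 1% FBS) received compound, then TGF-beta at 500 pg/mL final, and were incubated 18 hours at 37 degrees C. Viability was read by CellTiter-Glo luminescence. Media-only wells were set as complete cell-killing and DMSO as no toxicity.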
EPAC2 agonist = activates human EPAC2 exchange factor; Q8WZA2; EPAC2 activation, biochemical qHTS; response scale: 100% = 6.5 mM cAMP response; Potency, µM (titrated, usually from 154 µM), inactives show at the highest dose activation, hits mostly activators; actives 0.079% (n = 360,000); AID 720711; also: potency is read from the fitted curve at half-maximal effect; nearly all actives have a fitted effect of over 50% in size
Target sequence (Q8WZA2 whole entry, looked up): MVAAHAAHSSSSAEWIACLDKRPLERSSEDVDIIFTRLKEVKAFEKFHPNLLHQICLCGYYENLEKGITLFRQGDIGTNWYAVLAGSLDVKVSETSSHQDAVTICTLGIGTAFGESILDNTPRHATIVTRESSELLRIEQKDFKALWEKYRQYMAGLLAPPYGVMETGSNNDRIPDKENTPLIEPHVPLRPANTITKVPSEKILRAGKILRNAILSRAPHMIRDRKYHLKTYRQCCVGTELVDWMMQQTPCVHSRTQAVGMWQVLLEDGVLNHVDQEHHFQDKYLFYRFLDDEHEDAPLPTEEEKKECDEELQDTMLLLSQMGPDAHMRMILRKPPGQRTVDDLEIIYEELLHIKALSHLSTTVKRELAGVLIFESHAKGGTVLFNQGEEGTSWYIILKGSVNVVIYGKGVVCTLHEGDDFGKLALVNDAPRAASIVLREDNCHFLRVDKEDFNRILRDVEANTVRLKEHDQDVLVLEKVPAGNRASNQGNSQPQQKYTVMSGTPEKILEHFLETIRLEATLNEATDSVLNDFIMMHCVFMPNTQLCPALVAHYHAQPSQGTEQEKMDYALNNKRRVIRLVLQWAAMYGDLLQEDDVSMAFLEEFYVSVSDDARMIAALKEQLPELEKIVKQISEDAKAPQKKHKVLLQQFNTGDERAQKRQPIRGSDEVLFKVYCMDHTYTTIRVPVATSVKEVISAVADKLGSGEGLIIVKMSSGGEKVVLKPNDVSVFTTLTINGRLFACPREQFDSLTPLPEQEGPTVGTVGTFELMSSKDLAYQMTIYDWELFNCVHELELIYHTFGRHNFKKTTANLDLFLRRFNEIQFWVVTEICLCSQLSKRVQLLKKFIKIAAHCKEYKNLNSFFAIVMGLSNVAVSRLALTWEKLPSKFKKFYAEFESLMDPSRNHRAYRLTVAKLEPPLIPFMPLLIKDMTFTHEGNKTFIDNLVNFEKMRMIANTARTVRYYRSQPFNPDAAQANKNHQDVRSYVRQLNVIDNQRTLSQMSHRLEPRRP
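Compounds were titrated in qHTS against a Rap1B-BODIPY-GDP (250 nM) complex with EPAC2 (100 nM) and GDP (50 uM). BODIPY-GDP release tracked at 480/540 nm over 30 min at room temperature, normalized to 6.5 mM cAMP.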
* = called active by the depositor; i = inactive; ? = inconclusive; . = no result given; [ ] = dose if it differs, or a comment. Unless noted, calls follow the shape of the dose curve; as a rule, active = well fitted curve in the direction sought with a large enough effect; inconclusive = small, poorly fitted or top-dose-only effect, or another doubt; inactive = no such curve, though single readings can be large; an effect the other way counts as inactive or inconclusive.

SMILES	Nrf2 ARE act	ATXN viability	Nrf2 block	A549 viability	ATXN2 expr inh	TGFb inhibitor	IL-2 act	HepG2 tox	EPAC2 agonist
CCOc1ccc(OCc2cccc(C(=O)N(CC)CC)c2)cc1	-1.5%	i	?	-3%	?	?	-1.9	-23%	-4%
CCN(CC)c1nn2c(=O)c(C(=O)NCc3ccccc3Br)cnc2s1	-0.8%	.	-29%	-8%	.	3%	.	-2%	.
CCc1cc(C(=O)Cc2nc3ccccc3[nH]2)c(O)cc1O	4.5%	i	18%	-2%	15%	-10%	-2.5	-5%	0%
CCOc1ccc(NC(=O)Nc2cc(C)on2)cc1	0.6%	i	21%	-14%	44%[activator]	2%	2.8	-4%	1%
CCCCOC(=O)CSC1=C(C#N)C(c2ccccc2OCC)C(C#N)C(=O)N1 (configuration not stated)	0.3%	i	10µM*	?	6%	-48%	3.7	-12%	-2%
CS(=O)(=O)N(CC(=O)N1CCN(Cc2ccccc2)CC1)c1cccc(F)c1	-0.6%	i	-3%	-2%	0%	-1%	-2.0	4%	0%
Cn1c(-c2ccccc2)cnc1NCc1cc2c(cc1[N+](=O)[O-])OCO2	0.2%	i	5%	-7%	-20%	20%	-2.9	15%	8%
c1ccc(CC(Nc2ccccn2)c2ccccc2)cc1 (configuration not stated)	2.8%	i	-7%	1%	-12%[11.3 µM]	-11%	2.3	-3%	12%
Clc1cccc(Cc2nn[nH]n2)c1	-0.9%	i	12%	0%	8%	6%	-3.6	3%	4%
COc1ccc(C2c3[nH]c4ccccc4c3C[C@H]3C(=O)N(CC(C)C)CC(=O)N23)c(OC)c1 (some centres not stated)	0.4%	i	-6%	-7%	-2%	2%	-5.5	-19%	9%
Nc1nc(Nc2ccccc2Br)nc(C(F)(F)F)n1	3.5%	i	?	5%	14%	7%	-3.8	-4%	4%
Cc1cnc(C(=O)Nc2ccc(C(=O)N3CCCCC3)cc2)cn1	-0.3%	i	.	0%	3%	0%	-0.3	28%	5%
O=C(NCc1cccs1)C1CCCN(C(=O)Nc2ccc(F)cc2)C1 (configuration not stated)	-0.6%	i	?	-2%	-12%	7%	-0.4	-1%	6%
COc1ccc(CNS(=O)(=O)c2ccc3oc(C(=O)O)c(C)c3c2)cc1	-0.1%	i	0%	8%	-5%	-15%	-2.5	15%	3%
Cn1c(=O)c2c(nc(N3CCC(C(N)=O)CC3)n2CCSc2nc3ccccc3s2)n(C)c1=O	-0.8%	?	6%	18%	.	-47%	-0.3	-15%	3%
COC(=O)[C@]1(C)N[C@H](CN(C)C(=O)c2ccc(C(C)(C)C)cc2)[C@@H]2C(=O)N(Cc3ccccc3)C(=O)[C@@H]21	-1.2%	?	6%	-1%	2%	-3%	0.0	-21%	2%
CSc1ccccc1NC(=O)C1CCCN(S(C)(=O)=O)C1 (configuration not stated)	0.3%	i	1%	4%	-2%	0%	0.7	-17%	6%
Cc1cc(N)ccc1-n1nc2ccccc2n1	-1.1%	i	22%	0%	-12%	4%	0.5	-2%	20%
CC(NC(=O)c1ccc(Br)o1)c1ccc(-n2ccnc2)cc1 (configuration not stated)	2.0%	i	-3%	1%	-4%	0%	-0.7	-1%	7%
C=C1CCC[C@]2(C)C[C@H]3OC(=O)C(CN(Cc4ccc(OC)c(OC)c4)CC(C)O)[C@H]3CC12 (some centres not stated)	?	?	?	-4%	.	?	-1.1	-116%	9%
O=C(COc1coc(CN2CCCc3ccccc32)cc1=O)Nc1ccccc1	6.0%	i	?	-11%	-14%	-21%	0.4	-22%	-4%
CCCCSc1nnc(CSc2ncccn2)n1C	-0.9%	i	-5%	2%	-22%	-12%	1.3	-4%	5%
COC(=O)c1ccccc1COn1c(=O)c[n+]([O-])c2ccccc21	21%	i	13%	10%	0%	17%	2.8	-22%	-5%
COC(=O)c1cnc[nH]1	0.2%	i	2%	-3%	-12%	-1%	1.4	-52%	2%

Two successive records out of the list so far, quoted:
SMILES	Nrf2 ARE act	ATXN viability	Nrf2 block	A549 viability	ATXN2 expr inh	TGFb inhibitor	IL-2 act	HepG2 tox	EPAC2 agonist
COC(=O)c1ccccc1COn1c(=O)c[n+]([O-])c2ccccc21	21%	i	13%	10%	0%	17%	2.8	-22%	-5%
COC(=O)c1cnc[nH]1	0.2%	i	2%	-3%	-12%	-1%	1.4	-52%	2%

Continuation:
SMILES	Nrf2 ARE act	ATXN viability	Nrf2 block	A549 viability	ATXN2 expr inh	TGFb inhibitor	IL-2 act	HepG2 tox	EPAC2 agonist
Cc1ccc(CCNC(=O)CCN2N=C(c3ccc(C)cc3)CCC2=O)cc1	5.6%	.	.	5%	.	0%	.	-27%	.
COCC(C)Nc1ncnc2c1cnn2-c1cccc(Cl)c1 (configuration not stated)	3.9%	i	.	10%	51%[activator]	11%	.	-32%	.
CC[C@]12c3[nH]c4ccccc4c3CCN1C(=O)C(CC(=O)NCCc1ccccn1)C[C@@H]2C(=O)N1CCN(C(=O)c2ccco2)CC1 (some centres not stated)	0.4%	i	7%	4%	1%	0%	-0.3	-4%	11%
CCc1ccc(Nc2nc3ccccc3c(=O)s2)cc1	0.0%	?	-1%	?	6%	0%	-2.1	-15%	12%
CC(c1ccco1)N(C(=O)c1cccc(Br)c1)c1ccccn1 (configuration not stated)	0.3%	i	8%	1%	-1%	-22%	-2.4	4%	6%
Cc1ccc(/C=C/C(=O)OC(C)C(=O)Nc2ccc(Cl)cn2)o1 (configuration not stated)	?	i	2%	-10%	12%	-25%	-0.8	-37%	5%
O=C(c1cccc(Cl)c1)N1CCN(Cc2ccncc2)CC1	1.9%	i	-4%	-5%	3%	10%	0.5	-12%	0%[15.6 µM]
O=C(C1=C(O)C(=O)N(Cc2cccnc2)C1c1cccc(Oc2ccccc2)c1)c1ccco1 (configuration not stated)	-0.2%	i	-5%	-1%	.	-3%	0.8	-7%	-2%
O=C1N[C@@H](Cc2ccccc2)COC(=O)[C@H](Cc2ccc(F)cc2)CC/C=C/C[C@H]1CC(=O)N(CCO)Cc1ccccc1	-3.3%	?	23µM*	-26%	0%	?	-3.3	-6%	13%
Cc1ccc(OCCC(=O)Nc2ccc(S(=O)(=O)Nc3nccs3)cc2)cc1	-1.1%	i	-23%	-1%	-2%	0%	-0.3	-14%	13%
CC[C@H](C)[C@H](NC(N)=O)C(=O)NCCc1ccc(Cl)cc1Cl	0.4%	i	1%	4%	-14%[11.3 µM]	23%	1.7	17%	-3%
COc1ccc2c(c1)Cc1sc(NC(=O)c3cccs3)nc1-2	4.3%	i	-11%	-13%	41%[activator]	-12%	-4.3	-33%	-1%

Sorted by the number under Nrf2 ARE act (smallest number first): 4 from the list above.
smiles | Nrf2 ARE act | IL-2 act
O=C1N[C@@H](Cc2ccccc2)COC(=O)[C@H](Cc2ccc(F)cc2)CC/C=C/C[C@H]1CC(=O)N(CCO)Cc1ccccc1 | -3.3% | -3.3
CCN(CC)c1nn2c(=O)c(C(=O)NCc3ccccc3Br)cnc2s1 | -0.8% | .
CSc1ccccc1NC(=O)C1CCCN(S(C)(=O)=O)C1 (configuration not stated) | 0.3% | 0.7
c1ccc(CC(Nc2ccccn2)c2ccccc2)cc1 (configuration not stated) | 2.8% | 2.3

Later entries:
SMILES	Nrf2 ARE act	ATXN viability	Nrf2 block	A549 viability	ATXN2 expr inh	TGFb inhibitor	IL-2 act	HepG2 tox	EPAC2 agonist
CC12CCC(C(=O)C1)C1(C)CCCC(=O)C21 (configuration not stated)	1.8%	i	12%	-6%	-3%	-9%	0.2	-4%	11%
COc1ccc(CNC(=O)c2ccc(-c3nc(CS(=O)c4ccc(C)cc4)c(C)o3)cc2)cc1 (configuration not stated)	7.3%	?	-12%	0%	-45%	?	.	-26%	.
CC(C)/C=C/C(=O)N1CCC(N2CCC(C(=O)NCc3ccccn3)CC2)CC1	-0.1%	?	0%	-1%	.	-1%	1.0	-1%	6%
Cn1cc(C(=O)C(=O)NC2CCCCC2)c2ccccc21	2.4%	i	?	2%	43%[activator]	5%	2.3	4%	17%
COc1cccc(N(C(=O)Cn2nnc(-c3ccc(F)cc3)n2)C(C(=O)NCC2CCCO2)c2ccc(Cl)cc2)c1 (configuration not stated)	-0.6%	i	1%	0%	.	-16%	-0.6	-9%	-5%
CC(=O)NCCc1ccc(C(=O)CSc2nnc(C3CC3)n2C2CC2)cc1	-0.6%	i	8%	0%	.	5%	-0.1	-22%	-3%
CCOC(=O)Cc1csc(NC(=O)CSc2nc(-c3ccccc3)c(C#N)c(=O)[nH]2)n1	0.2%	i	1%	1%	4%	2%	-1.1	7%	-7%
CCOc1ccc(-c2nnc(N3CCCCC3)c3ccccc23)cc1	-0.7%	28µM*	26µM*	-28%	?	-1%	-1.7	-28%	-3%
CC(=O)c1cccc(NC(=O)C(C)OC(=O)C2=NNC(=O)CC2)c1 (configuration not stated)	0.4%	i	22%	7%	-1%	-1%	0.8	0%	-13%
CC1CCCC(C)N1C(=O)COC(=O)c1ccccc1O (configuration not stated)	-0.5%	i	-10%	5%	28%	8%	0.8	-15%	4%
CC(=O)c1ccc(Nc2nc(=O)c3cccnc3s2)cc1	4.0%	i	?	-2%	25%	-7%	-0.7	7%	9%

Screening results as filed in PubChem BioAssay.
